ABCB1 block: human ABCB1 inhibition, ABCG2 as counter-screen. inhibition, % at 6.6 µM. CCRF-Adr cells, JC-1 efflux, flow cytometry. P08183. actives 0.067% (n = 190,000); in the data active means inhibition above about 40%;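 further: 0% = vehicle and 100% = reference inhibitor; higher value means more JC-1 retained so stronger ABCB1 efflux block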
Target sequence (P08183 whole entry, looked up): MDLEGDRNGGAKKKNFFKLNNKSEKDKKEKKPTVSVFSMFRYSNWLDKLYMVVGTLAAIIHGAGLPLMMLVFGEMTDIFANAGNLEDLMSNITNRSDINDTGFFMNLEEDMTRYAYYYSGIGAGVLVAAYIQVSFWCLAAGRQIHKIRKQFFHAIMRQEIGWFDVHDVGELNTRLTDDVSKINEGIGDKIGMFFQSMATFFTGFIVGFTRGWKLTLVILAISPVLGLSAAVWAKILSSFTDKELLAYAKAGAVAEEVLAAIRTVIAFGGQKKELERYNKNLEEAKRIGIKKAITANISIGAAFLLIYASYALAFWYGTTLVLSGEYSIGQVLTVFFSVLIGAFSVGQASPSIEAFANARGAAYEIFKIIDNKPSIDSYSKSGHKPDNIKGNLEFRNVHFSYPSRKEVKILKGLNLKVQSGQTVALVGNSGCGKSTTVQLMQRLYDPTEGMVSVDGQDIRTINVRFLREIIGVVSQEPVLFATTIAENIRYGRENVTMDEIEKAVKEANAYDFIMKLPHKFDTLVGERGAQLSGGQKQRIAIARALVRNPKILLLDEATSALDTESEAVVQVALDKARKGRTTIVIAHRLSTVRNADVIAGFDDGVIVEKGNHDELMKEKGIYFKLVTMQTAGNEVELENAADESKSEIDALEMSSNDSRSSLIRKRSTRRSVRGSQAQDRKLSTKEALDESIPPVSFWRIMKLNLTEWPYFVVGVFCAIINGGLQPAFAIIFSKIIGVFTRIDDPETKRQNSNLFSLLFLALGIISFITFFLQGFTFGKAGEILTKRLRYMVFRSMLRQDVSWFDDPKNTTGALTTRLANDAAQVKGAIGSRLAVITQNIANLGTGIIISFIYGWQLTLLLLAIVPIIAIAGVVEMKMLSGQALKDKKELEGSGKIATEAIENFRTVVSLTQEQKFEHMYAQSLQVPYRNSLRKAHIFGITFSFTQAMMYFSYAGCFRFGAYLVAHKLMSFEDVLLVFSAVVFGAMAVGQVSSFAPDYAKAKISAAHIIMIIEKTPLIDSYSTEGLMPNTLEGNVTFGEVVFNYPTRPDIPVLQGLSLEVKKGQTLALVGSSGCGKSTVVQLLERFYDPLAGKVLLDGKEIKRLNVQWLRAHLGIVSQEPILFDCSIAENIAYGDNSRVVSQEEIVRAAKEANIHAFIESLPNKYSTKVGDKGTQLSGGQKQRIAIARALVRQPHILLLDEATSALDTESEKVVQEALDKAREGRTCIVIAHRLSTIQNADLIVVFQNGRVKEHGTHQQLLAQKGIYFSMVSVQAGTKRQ
Rac1 wt modul: human Rac1 wildtype GTP binding, inhibitors and activators | AID 757 | GST-Rac1 beads, fluorescent GTP binding, flow cytometry; actives lie on both sides; 0 = cold GTP competed, 100 = untreated | GTP binding activity (% of control), % at 10 µM | actives 0.27% (n = 190,000) | P63000;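 active means GTP binding activity at least 20 points away from the 100% control level, either lower or higher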
Rab7 wt modul: dog Rab7 wildtype GTP binding, inhibitors and activators; actives 0.055% (n = 190,000); GTP binding activity (percent of control), % at 10 µM; GST-Rab7 beads, fluorescent GTP binding, flow cytometry; actives lie on both sides; untreated = 100%, excess cold GTP = 0%; AID 758;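 active means fluorescent GTP binding to Rab7 beads changed by at least 20 points from the 100% baseline, either direction, mostly lower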;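 further: median green fluorescence of bound Bodipy-FL-GTP per Rab7 bead population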
ABCG2 block: human ABCG2 inhibition, ABCB1 as counter-screen | AID 1325 | actives 0.1% (n = 190,000) | inhibition, % at 6.6 µM | IgMXP3 cells, JC-1 efflux, flow cytometry;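 active means inhibition above 80%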;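 further: 0% = DMSO and 100% = nicardipine control wells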
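Test system: IgMXP3 (ABCG2) plus far-red-tagged CCRF-Adr (ABCB1) cells. Reagent: JC-1 dye as substrate. Timing: 10 min exposure at 25 °C with rotation, no wash. Measured by: flow cytometric JC-1 green MFI at 530 nm. Read-out: percent efflux inhibition, scaled nicardipine 100% to DMSO 0%. Control set: nicardipine and DMSO wells.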
HRas wt GTP bind: human HRas wildtype GTP binding, change in either direction. P01112. GST-Ras wt beads, Bodipy-FL-GTP binding, flow cytometry; actives lie on both sides. GTP binding activity, % at 10 µM. actives 0.14% (n = 190,000);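 active means GTP binding activity at least 20% away from the 100% baseline, either lowered as inhibitor or raised as activator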;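 further: 0% = unlabeled GTP competition control and 100% = no-compound control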
Cdc42 wt: changes GTP binding to wildtype human Cdc42; GST-Cdc42 beads, Bodipy-GTP binding, flow cytometry; actives lie on both sides; percent activity (GTP binding), % at 10 µM; actives 0.2% (n = 190,000);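 active means percent activity GTP binding at least 20 points away from the 100% baseline, either down as inhibitor or up as activator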;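 further: median bead fluorescence of bound Bodipy-FL-GTP at 100 nM; 0% = excess unlabeled GTP control and 100% = no compound control; below 100% means less GTP binding so inhibitor and above means activator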
Rab2A wt mod: changes GTP binding to wildtype dog Rab2A, up or down; P61105; GST-Rab2 wt beads, Bodipy-GTP binding, flow cytometry; GTP binding activity, % at 10 µM; actives 0.19% (n = 190,000); AID 760;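 active means GTP binding activity at least 20 points away from 100%, either lowered or raised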;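 further: 0% = beads with excess unlabeled GTP and 100% = no-compound control corrected for plate trend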
Pf gametocyte: P. falciparum stage V gametocyte viability inhibition | AID 743093 | inhibition, % at 10.9 µM | P. falciparum stage V gametocytes, ATP luminescence, 24 h | actives 0.065% (n = 150,000);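 active means inhibition above the mean plus 3 SD of compounds within the control limits, set per campaign, cut at about 38% in these data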;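 further: 0% = DMSO wells and 100% = medium only without gametocytes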
Avidin fluor: compound fluoresces at 488/530 nm on avidin beads; compound fluorescence 488/530 nm, flow cytometry; active compounds read high; fluorescence (KMESF) at 10 µM; actives 0.38% (n = 220,000); AID 1775; in the data active means fluorescence above about 47; further: inactives centre near 10
GSH fluor: compound fluoresces at 488/530 nm on GSH beads; actives 0.25% (n = 190,000); fluorescence (KMESF) at 10 µM; GSH beads flow cytometry, compound fluorescence 488/530 nm; active compounds read high; in the data active means fluorescence above about 89;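 further: glutathione beads carrying GST-tagged Bcl family fusion proteins plus one bare bead set; values are compound well signal with DMSO vehicle wells as background; inactives centre near 16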
Rac1 act GTP bind: alters GTP binding to activated mutant human Rac1 | P63000 | GST-Rac1 activated beads, fluorescent GTP binding, flow cytometry; actives lie on both sides; 100% means binding = to untreated wells | percent activity (GTP binding), % at 10 µM | actives 0.11% (n = 190,000);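 active means GTP binding at least 20 percentage points away from the 100% baseline, in either direction, so actives lie on both sides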
The depositor's hits bear a star; x = not tested or not shown.

Values in the order – Cdc42 wt	HRas wt GTP bind	GSH fluor	Avidin fluor	Rac1 wt modul	Rab7 wt modul	ABCB1 block	Rab2A wt mod	Pf gametocyte	Rac1 act GTP bind	ABCG2 block
1	CCC(C)[C@@H](NC(=O)OC(C)(C)C)c1nnc(S(=O)(=O)Cc2cccc(C)c2)o1 (stereo not given in full)
  103	100	23	8	103	89	0.3	101	-8	101	1
2	COc1ccccc1-c1cc(C(=O)NCc2ccc(F)cc2)no1
  96	99	23	23	104	99	1.1	99	x	96	37
3	CCOC(=O)c1ccccc1NC(=O)CSc1nc2ccccc2n1CC(=O)N1CCCC1
  102	102	38	13	106	101	3.0	101	x	99	25
4	CCOC(=O)c1cccc(NC(=O)COC)c1
  100	101	10	10	103	98	-4.2	101	-6	102	-7
5	CCCS(=O)(=O)c1ccc(COC(=O)c2cccc(NC(=O)C(C)C)c2)cc1
  95	96	10	10	96	101	1.9	95	-12	94	6
6	COc1cccc(C2c3[nH]c4ccccc4c3CCN2Cc2cnc(C)s2)c1OC (stereo not given)
  99	99	11	3	102	103	3.4	98	0	98	3
7	Cc1c(N/N=C(\C#N)C(=O)c2ccc(Cl)cc2)c(=O)n(-c2ccccc2)n1C
  96	94	10	5	93	96	-0.3	90	-23	95	3
8	CC(C)(C)c1ccc(S(=O)(=O)N(CCCN2CCOCC2)Cc2cccs2)cc1
  98	93	23	7	104	91	12	93	x	97	5
9	COc1ccc(C2(CNC(=O)c3cccc([N+](=O)[O-])c3)CCCCC2)cc1OC
  96	100	6	2	100	101	1.8	96	14	99	10
10	CC1=C(C(=O)OCCNC(=O)c2cccnc2)C(c2cccc([N+](=O)[O-])c2)C(C(=O)OCCN(C)C)=C(C)N1 (stereo not given)
  103	101	7	5	104	103	0.6	99	-19	100	3

Additional results
Values in the order – Cdc42 wt	HRas wt GTP bind	GSH fluor	Avidin fluor	Rac1 wt modul	Rab7 wt modul	ABCB1 block	Rab2A wt mod	Pf gametocyte	Rac1 act GTP bind	ABCG2 block
11	CCN(CC)C(=O)Cn1cc(C(=O)C(=O)NCCc2ccc(S(N)(=O)=O)cc2)c2ccccc21
  98	98	72	13	98	94	1.1	97	9	98	13
12	CC(=O)C1=C(O)C(=O)N(CCc2c[nH]c3ccccc23)C1c1ccc(C)cc1 (stereo not given)
  93	95	12	13	95	99	0.4	94	2	90	3
13	Cc1nc2ccc(NC(=O)c3c(-c4ccccc4)noc3C)cc2s1
  101	96	11	19	99	91	1.1	96	-30	95	7
14	CCC1=NN(C(=O)c2ccc(Br)cc2)C(O)(c2ccccc2)C1 (stereo not given)
  101	100	9	6	104	100	0.1	99	-17	100	-2
15	CCN(C1CCCCC1)S(=O)(=O)c1cc(C)ccc1OC
  106	99	14	7	105	100	0.4	100	x	100	4
16	C/C(N)=C(/C#N)C(=O)COC(=O)c1ccccc1C(=O)c1ccc(C)cc1
  93	93	13	15	89	90	1.4	96	-1	90	4
17	N#C/C(=C/c1ccc(Sc2nc3ccccc3[nH]2)o1)c1ccccc1F
  95	95	22	29	100	95	0.0	96	x	95	-1
18	C=C(C)Cn1c(SCC(=O)O)nnc1-c1ccc(OC)cc1
  103	104	45	11	112	102	-0.1	101	-7	100	0
19	Cc1nc2sc(C(c3cccs3)N3CCN(C(=O)c4ccco4)CC3)c(O)n2n1 (stereo not given)
  102	103	20	8	105	101	0.5	103	x	101	2
20	N#CC1=C(N)Oc2cc3ccccc3cc2C1c1cccnc1 (stereo not given)
  101	101	36	14	104	104	-0.5	105	16	100	19

The list continues.
Values in the order – Cdc42 wt	HRas wt GTP bind	GSH fluor	Avidin fluor	Rac1 wt modul	Rab7 wt modul	ABCB1 block	Rab2A wt mod	Pf gametocyte	Rac1 act GTP bind	ABCG2 block
21	O=C(c1ccc2c(c1)C(=O)N(Cc1ccco1)C2O)N1CCOCC1 (stereo not given)
  105	101	18	6	105	102	0.3	103	x	103	1
22	CC(C)Oc1cccc(C(=O)NC(=S)Nc2ccccc2)c1
  94	97	20	12	100	100	-0.1	97	x	95	3
23	COc1ccc2c(C(F)(F)F)cc(=O)oc2c1C
  98	97	15	7	99	98	0.4	98	x	98	4
24	COC(=O)CSc1nc(C2CC2)nc2ccccc12
  104	102	7	4	110	101	0.9	102	14	102	3
25	O=C(Nc1cccc2ncccc12)C12CC3CC(CC(C3)C1)C2
  105	103	16	41	105	102	0.3	101	x	101	2
26	CC(=O)Nc1ccccc1N(CC(O)Cn1c2ccccc2c2ccccc21)S(=O)(=O)c1ccc(C)cc1 (stereo not given)
  99	99	12	8	105	96	14	98	-37	99	20
27	Cc1cc(NC(=O)C(=O)c2cn(C)c3ccccc23)no1
  99	98	14	62*	104	106	-0.4	101	-10	95	29
28	O=C(CSC1CC(=O)N(c2ccc(C(=O)O)cc2)C1=O)Nc1ccc2ccccc2c1 (stereo not given)
  96	97	9	10	95	102	0.4	97	-19	93	2
29	COc1cc(-c2nnc(SCC(=O)/C(C#N)=C(\C)N)o2)cc(OC)c1OC
  99	97	24	9	93	93	1.3	95	x	94	7
30	CCOc1nc(-c2ccccc2)ccc1-c1noc(-c2cccs2)n1
  98	100	14	17	103	97	-0.4	101	3	99	14

New compounds follow:
Values in the order – Cdc42 wt	HRas wt GTP bind	GSH fluor	Avidin fluor	Rac1 wt modul	Rab7 wt modul	ABCB1 block	Rab2A wt mod	Pf gametocyte	Rac1 act GTP bind	ABCG2 block
31	O=S(=O)(c1ccc2c(c1)OCCO2)N1CCC(c2nc3ccccc3[nH]2)CC1
  99	97	10	15	99	98	0.8	96	x	96	7
32	CCNC(=O)C12CCC(C)(c3nc4cc(C)c(C)cc4nc31)C2(C)C (stereo not given)
  103	98	19	9	97	92	1.2	96	-21	97	1
33	Cc1c(N/C(=N/S(=O)(=O)c2ccccc2)c2ccc(Cl)cc2)c(=O)n(-c2ccccc2)n1C
  99	98	15	19	103	101	0.2	99	x	97	-5
34	O=Cc1ccc(Oc2ccc(F)cc2)nc1
  93	97	17	10	98	106	-0.1	99	13	95	2
35	Cc1ccc(CNC(=O)Cn2c([N+](=O)[O-])cnc2C)cc1
  96	95	16	17	97	94	0.1	93	11	97	0
36	O=C(CN1C(=O)CSC1=O)N1CCCCC1
  98	101	16	22	101	100	0.5	99	x	94	1
37	CS(=O)(=O)N1CCN(c2ccc(NC(=O)c3ccccc3)cc2)CC1
  106	102	11	11	103	97	0.2	107	12	100	0
38	COc1ccc(C(=O)Nc2ccc(CN3CCOCC3)cc2)cc1
  104	102	12	10	106	99	0.9	102	-3	100	7
39	O=C(COc1ccc(Cl)cc1Cl)NC(=O)N1CCOCC1
  106	104	18	8	102	100	0.3	105	10	99	2
40	Cc1onc(-c2ccccc2)c1NC(=O)Nc1c(-c2ccccc2)noc1C
  103	105	14	15	105	100	0.1	104	-2	103	0

From no. 16 up to 18, copied from above:
Values in the order – Cdc42 wt	HRas wt GTP bind	GSH fluor	Avidin fluor	Rac1 wt modul	Rab7 wt modul	ABCB1 block	Rab2A wt mod	Pf gametocyte	Rac1 act GTP bind	ABCG2 block
16	C/C(N)=C(/C#N)C(=O)COC(=O)c1ccccc1C(=O)c1ccc(C)cc1
  93	93	13	15	89	90	1.4	96	-1	90	4
17	N#C/C(=C/c1ccc(Sc2nc3ccccc3[nH]2)o1)c1ccccc1F
  95	95	22	29	100	95	0.0	96	x	95	-1
18	C=C(C)Cn1c(SCC(=O)O)nnc1-c1ccc(OC)cc1
  103	104	45	11	112	102	-0.1	101	-7	100	0

Later entries.
Values in the order – Cdc42 wt	HRas wt GTP bind	GSH fluor	Avidin fluor	Rac1 wt modul	Rab7 wt modul	ABCB1 block	Rab2A wt mod	Pf gametocyte	Rac1 act GTP bind	ABCG2 block
41	O=C(NCc1ccc2c(c1)OCO2)C1CCCN1C(=O)Nc1ccccc1 (stereo not given)
  103	104	43	6	104	104	0.0	105	21	100	0
42	CC(=O)Oc1ccc2oc3c(c2c1)C(=O)CCC3
  106	106	260*	8	112	102	0.0	104	-9	103	1
43	Cn1cccc1CC(=O)N/N=C/c1cc([N+](=O)[O-])ccc1Cl
  93	93	19	10	96	95	0.4	91	x	93	2
44	COc1ccc(N2C(=O)C(CC(=O)Nc3ccccc3)N(CCc3ccc(OC)c(OC)c3)C2=O)cc1 (stereo not given)
  99	97	12	11	102	100	1.8	97	x	98	4
45	CCCCCCCCNC(=O)CCNC(=O)c1ccc(C(C)(C)C)cc1
  99	102	31	6	103	100	0.3	98	x	100	1
46	O=C(O)c1ccc(CNCc2ccccc2F)cc1
  96	97	12	21	94	96	0.6	96	-17	96	1
47	CCOCCCNC(=O)c1ccccc1Br
  100	99	30	12	102	99	-1.0	99	x	100	-9
48	CCOC(=O)c1sc(NC(=O)CSc2nnc(-c3ccco3)o2)c(C(=O)OCC)c1C
  95	96	35	8	96	98	9.7	97	-26	94	67
49	CCN(CC)S(=O)(=O)c1ccc(OC)c(NC(=O)CSc2ccccc2)c1
  105	101	25	11	107	103	0.7	102	x	100	35
50	Cc1ccc(NC(=O)COC(=O)/C=C/c2ccc(Br)o2)cc1S(=O)(=O)N(C)C
  98	98	75	12	98	107	-0.7	100	9	96	-2
51	CCOc1ccc(-n2c(C)nnc2SCC(=O)N(CC)CC)cc1
  100	100	45	9	100	98	0.1	98	-16	98	0
52	COC(=O)C1=C(C)NC(=O)NC1c1ccc([N+](=O)[O-])o1 (stereo not given)
  102	101	11	3	102	105	x	102	-4	101	-2
